PAFAH2 FP inh: PAFAH2 enzyme inhibitors, primary screen, biochemical, fluorescence polarization, human | recombinant PAFAH2, FP-rhodamine activity probe | inhibition, % at 3.39 µM | 0.99% of 340,000 active | AID 492956, 2010;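 active means inhibition above the mean over all tested compounds plus 3 SD, cut at about 30% in these data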;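 further: inhibitors block probe labeling of enzyme so polarization drops; 0% = enzyme with DMSO and 100% = wells lacking PAFAH2 protein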
PAFAH1B2 inh: PAFAH1B2 enzyme inhibitors, primary screen, biochemical, fluorescence polarization, human | Platelet-activating factor acetylhydrolase IB subunit alpha2 (Homo sapiens), P68402 | recombinant PAFAH1B2, FP-rhodamine activity probe | inhibition, % at 3.39 µM | 1.2% of 340,000 active | AID 492953, 2010;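 active means inhibition above the mean of all tested compounds plus 3 SD, cut at about 24% in these data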;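 further: 0% = enzyme with DMSO and 100% = wells lacking PAFAH1B2; many of its hits are not listed in these tables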
Target sequence (P68402 whole entry, looked up): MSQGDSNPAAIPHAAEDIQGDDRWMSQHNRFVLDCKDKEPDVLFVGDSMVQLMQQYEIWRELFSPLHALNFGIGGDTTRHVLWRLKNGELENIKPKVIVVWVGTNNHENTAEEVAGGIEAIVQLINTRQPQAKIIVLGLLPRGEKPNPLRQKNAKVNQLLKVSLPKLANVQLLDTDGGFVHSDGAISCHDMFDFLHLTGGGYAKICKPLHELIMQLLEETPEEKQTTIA
EBNA-1 inhibitor: EBNA-1 DNA-binding inhibitors, primary screen, biochemical, fluorescence polarization | inhibition, % at 14.8 µM | 0.34% of 300,000 active; in the data active means inhibition above about 28%
LYPLA2 counter: LYPLA2 inhibitors, primary screen, counter-screen for PME1 inhibitor project, biochemical, fluorescence polarization, FP-Rh probe ABPP; Acyl-protein thioesterase 2 (Homo sapiens), O95372; inhibition, % at 5.9 µM; 0.38% of 320,000 active; recombinant LYPLA2; AID 2177, 2009;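 active means inhibition above the screen-wide mean plus 3 SD, limit set per campaign, cut at about 26% in these data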;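 further: 0% = LYPLA2 with DMSO and 100% = wells lacking LYPLA2 enzyme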
Target sequence (O95372 whole entry, looked up): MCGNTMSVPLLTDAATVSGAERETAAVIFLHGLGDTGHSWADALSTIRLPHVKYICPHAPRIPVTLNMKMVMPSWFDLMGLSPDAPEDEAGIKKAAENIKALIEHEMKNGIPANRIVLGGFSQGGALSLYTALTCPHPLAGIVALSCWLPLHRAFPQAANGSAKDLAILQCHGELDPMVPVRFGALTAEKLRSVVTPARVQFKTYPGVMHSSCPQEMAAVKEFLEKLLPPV
PREPL inh: PREPL enzyme inhibitors, primary screen, biochemical, fluorescence polarization. Prolyl endopeptidase-like (Homo sapiens), Q4J6C6. recombinant PREPL, fluorescence polarization activity-based probe. inhibition, % at 5.96 µM. 0.68% of 320,000 active; in the data active means inhibition above about 43%;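 further: 0% = enzyme with DMSO and 100% = wells lacking enzyme; many of its hits are not listed in these tables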
pPAFAH FP inh: pPAFAH enzyme inhibitors, primary screen, biochemical, fluorescence polarization, human. 1.5% of 330,000 active. recombinant pPAFAH, FP-rhodamine probe fluorescence polarization. Platelet-activating factor acetylhydrolase (Homo sapiens), Q13093. inhibition, % at 3.39 µM;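 active means inhibition above the mean inhibition across the screen plus 3 SD, cut at about 25% in these data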;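 further: inhibitors block binding of the rhodamine activity-based probe so polarization drops; 0% = enzyme with DMSO and 100% = wells lacking pPAFAH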
ZTA counter: blocks Epstein-Barr virus ZTA, an EBNA-1 counter-screen; 0.15% of 320,000 active; inhibition, % at 11 µM; P03206; ZTA-DNA binding, fluorescence polarization; AID 2234; in the data active means inhibition above about 33%
LYPLA1 inh: LYPLA1 inhibitors, primary screen, counter-screen for PME1 inhibitor project, biochemical, fluorescence polarization, FP-Rh probe ABPP; Acyl-protein thioesterase 1 (Homo sapiens), O75608; recombinant LYPLA1; inhibition, % at 5.9 µM; 0.16% of 320,000 active; AID 2174, 2009;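 active means inhibition above the mean of all tested compounds plus 3 SD, set per campaign, cut at about 14% in these data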;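 further: inhibitors block serine hydrolase probe labeling of LYPLA1 so polarization falls; 0% = enzyme with DMSO and 100% = wells lacking LYPLA1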
Target sequence (O75608 whole entry, looked up): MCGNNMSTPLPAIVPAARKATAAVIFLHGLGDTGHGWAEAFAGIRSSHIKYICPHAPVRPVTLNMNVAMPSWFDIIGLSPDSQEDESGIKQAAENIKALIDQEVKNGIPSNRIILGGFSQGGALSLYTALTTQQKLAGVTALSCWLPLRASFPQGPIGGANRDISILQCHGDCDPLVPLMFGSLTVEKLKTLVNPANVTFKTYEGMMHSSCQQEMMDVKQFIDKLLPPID
PAFAH1B3 inh: PAFAH1B3 enzyme inhibitors, primary screen, biochemical, fluorescence polarization, human. 0.28% of 340,000 active. Platelet-activating factor acetylhydrolase IB subunit alpha1 (Homo sapiens), Q15102. recombinant PAFAH1B3, FP-rhodamine probe. inhibition, % at 3.39 µM. AID 492972, 2010;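 active means inhibition above the screen-wide average of all tested compounds plus 3 SD, cut at about 25% in these data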;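 further: 0% = enzyme with DMSO only and 100% = wells lacking PAFAH1B3 protein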
Target sequence (Q15102 whole entry, looked up): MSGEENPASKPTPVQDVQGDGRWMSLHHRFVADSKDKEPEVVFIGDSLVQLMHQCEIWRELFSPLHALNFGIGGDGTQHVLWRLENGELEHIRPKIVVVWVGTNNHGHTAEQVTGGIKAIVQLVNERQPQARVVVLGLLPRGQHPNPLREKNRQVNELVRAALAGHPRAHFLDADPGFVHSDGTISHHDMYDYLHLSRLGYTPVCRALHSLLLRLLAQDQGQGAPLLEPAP
Active calls of the source: *; . = not tested or not shown.

Start of the listing, in advance, four compounds:
SMILES	PAFAH2 FP inh	PAFAH1B2 inh	EBNA-1 inhibitor	LYPLA2 counter	PREPL inh	pPAFAH FP inh	ZTA counter	LYPLA1 inh	PAFAH1B3 inh
CCc1ccccc1Nc1cc(C(=O)NCc2ccccn2)c2ccccc2n1	-4	-1	3	-1	5	0	1	-3	5
COc1ccc(CN2CNc3nc4ccccc4n3C2)cc1	1	2	-7	0	-4	-6	12	0	14
O=C1CCN(Cc2ccc([N+](=O)[O-])cc2)CCN1[C@H](CO)c1ccccc1	-1	1	-2	5	-3	-10	-5	8	2
Cn1cccc1C(=O)NC(=O)CSc1nnc(C2CC2)n1-c1ccccc1	-1	2	8	1	4	5	-7	0	5

Main list, from the start:
SMILES	PAFAH2 FP inh	PAFAH1B2 inh	EBNA-1 inhibitor	LYPLA2 counter	PREPL inh	pPAFAH FP inh	ZTA counter	LYPLA1 inh	PAFAH1B3 inh
CCc1ccccc1Nc1cc(C(=O)NCc2ccccn2)c2ccccc2n1	-4	-1	3	-1	5	0	1	-3	5
COc1ccc(CN2CNc3nc4ccccc4n3C2)cc1	1	2	-7	0	-4	-6	12	0	14
O=C1CCN(Cc2ccc([N+](=O)[O-])cc2)CCN1[C@H](CO)c1ccccc1	-1	1	-2	5	-3	-10	-5	8	2
Cn1cccc1C(=O)NC(=O)CSc1nnc(C2CC2)n1-c1ccccc1	-1	2	8	1	4	5	-7	0	5
CCCN(CC(=O)Nc1ccccc1C)C(=O)c1ccc(N2CCCCC2)c([N+](=O)[O-])c1	4	0	-2	2	3	5	4	1	4
Cc1ccc(N2Cc3ccccc3OC(C)C2=O)cc1 (stereo not given)	6	-1	-9	1	10	0	-21	1	1
NC(=O)NC(c1ccccc1)c1ccccc1F (stereo not given)	-14	4	6	0	3	5	-6	-1	0
COCCn1nnnc1SCC(=O)NCc1ccc2c(c1)OCO2	6	-1	-10	0	-3	-4	-3	-4	3
COc1ccc2[nH]cc(CCCN3C(=O)c4ccccc4C3=O)c2c1	2	2	1	1	3	-1	9	3	1
COc1ccc(CNS(=O)(=O)c2ccc(F)c(C(=O)Nc3ccc(OC)cc3)c2)cc1	11	10	-5	-4	-5	2	7	1	6
CCOC(=O)N1CCN(C(=S)Nc2ccc3nc(N4CCN(CC)CC4)cc(C)c3c2)CC1	-9	5	-4	20	12	7	-12	0	4
CCOC(=O)c1ccc(NC(=O)Cn2cc3c(n2)CCC(C)C3)cc1 (stereo not given)	1	-2	-7	1	0	-2	-13	1	3
CN1N=C(C(=O)NC2CCCc3c2cnn3-c2ccc(F)cc2F)CCC1=O (stereo not given)	-5	2	2	-4	-1	2	6	-3	1
Cc1cc(NC(=O)C(C)SCC(=O)N(C)CC(=O)Nc2ccc(F)cc2)no1 (stereo not given)	-7	-2	6	-1	2	-1	-2	-1	6
O=c1c2ccccc2nc(-c2ccccc2)n1CCCN1CCOCC1	-8	1	-4	-2	-6	1	-6	1	8
COc1cc(C(O)c2nc3ccccc3s2)cc(OC)c1OC (stereo not given)	2	2	-28	0	15	0	-5	-2	1
CCN(CC)S(=O)(=O)c1ccc(N2CCN(C)CC2)c(NC(=O)Nc2ccccc2F)c1	-13	-1	-8	-4	-2	33*	-3	-3	3
CC1(C)c2[nH]c3ccccc3c2C[C@@H]2C(=O)N(Cc3ccccc3Cl)C(=O)N21	-3	2	-2	-8	-4	-7	0	-3	-7
O=C(N/N=C\c1ccc(F)cc1)c1ccc(Cn2cc(Br)c([N+](=O)[O-])n2)o1	-7	0	-6	-5	26	5	6	-9	6
COc1ccc(N(CC(O)Cn2c3ccccc3c3ccccc32)S(=O)(=O)c2ccccc2)cc1 (stereo not given)	-17	0	-1	-42	20	-11	-6	-18	-16
CC(c1nnc(SCC(=O)N2CC(=O)Nc3ccccc32)n1Cc1ccccc1)N(C)C (stereo not given)	-3	-1	2	-4	3	-10	0	0	4
Cc1ccc(S(=O)(=O)Nc2ncnc3sc(C)c(C)c23)cc1	9	3	.	0	6	2	-1	-2	11
COc1ccccc1NC(=O)c1sc2ncn(Cc3ccccc3C)c(=O)c2c1C	8	1	0	-2	2	4	-5	-3	-4
FC(F)(F)c1nc(NCC2CCCO2)c2nnn(Cc3ccccc3Cl)c2n1 (stereo not given)	-6	4	1	6	13	3	-6	-2	4
Fc1cccc(Nc2ncnc3sccc23)c1	2	-3	-5	-6	-31	0	6	-1	-1
OCc1c[nH]c(=S)n1CCOc1cccc(C(F)(F)F)c1	-2	0	0	3	7	2	-3	1	-3
O=C(CSc1nnc(CNC(=O)c2cccc(C(F)(F)F)c2)o1)NCC1CCCO1 (stereo not given)	5	9	5	7	0	4	-10	1	1
COc1ccc(C2C3=C(CC(C)(C)CC3=O)N(CCN3CCOCC3)C3=C2C(=O)CC(C)(C)C3)cc1	4	3	6	2	-5	3	14	0	2
O=c1ccn(Cc2ccccc2)cc1	-5	3	0	8	9	-1	6	4	-1
Cc1ccccc1NC(=O)CCN1C(=O)CSC1=O	3	4	-7	-3	15	5	-6	-5	-2
Cc1nnc(SCC(=O)N2CCN(c3ccccc3)CC2)n(N)c1=O	0	4	3	-2	-1	-2	-4	0	10
Cc1nnc2sc(SCC(=O)Nc3cccc(Cl)c3)nn2c1=O	0	-1	4	-4	-4	-1	11	0	4
CCCOc1ccc(-c2c(C(=O)N/N=C(\C)c3ccncc3)nnn2-c2nonc2N)cc1	-7	1	0	-4	-7	-2	5	-1	-1
CC(C)C(C(=O)NCc1ccco1)N(CC1CCCO1)C(=O)CNS(=O)(=O)c1ccccc1 (stereo not given)	1	3	1	1	1	-1	10	2	-4
Cc1ccc(C)c(OCCC(=O)OCC(=O)Nc2ccc(N3CCOCC3)cc2)c1	-2	1	-6	2	15	24	-13	1	1
O=C(CN(c1cc(C(F)(F)F)ccc1Cl)S(=O)(=O)c1ccccc1)NCc1cccnc1	2	4	2	0	-6	2	16	0	0
OCCNc1nc(N2CCN(c3ccccc3)CC2)nc2ccccc12	1	1	11	-4	40	3	-3	2	9
O=C(CSc1n[nH]c(-c2ccccc2)n1)c1ccccc1	2	-1	5	4	-4	6	7	2	1
CCOC(=O)[C@@H]1[C@H]2COc3ccc(Br)cc3[C@@H]2N2C(=O)N(c3ccc(OC)cc3)C(=O)[C@@]12C	1	3	.	.	-39	-3	.	.	5
CCn1c(SCC(=O)Nc2ccc(N(C)C)cc2)nnc1C1CC1	-4	0	7	6	13	6	-7	7	-1
O=C(CN1CCCCCC1)N1c2ccccc2C=Cc2ccccc21	2	1	-7	4	-7	-1	3	0	2
CC1=C(C(N)=O)C(c2cccnc2)n2nc(-c3cccc(C)c3)nc2N1 (stereo not given)	-1	2	-1	5	2	2	0	-2	1
COc1cc(C)c(S(=O)(=O)Nc2ccccc2F)cc1C	-4	2	-8	-4	-1	8	-11	-3	0
COc1cc(CC(NC(C)=O)C(=O)NC2CCN(c3c4c(nc5ncnn35)CCC4)CC2)cc(OC)c1 (stereo not given)	.	.	2	0	5	4	11	-3	.
CCOc1cc(/C=C/C(=O)OCC(=O)NCC2CCCO2)cc(Cl)c1OC (stereo not given)	5	1	.	.	23	4	.	.	-1
COc1ccc(CCNC(=O)C(=O)NCC2CCCN2S(=O)(=O)c2cccs2)cc1 (stereo not given)	0	-2	-3	-1	7	3	10	0	6
O=CNCc1nc2ccccc2n1CCc1ccccc1	2	7	-12	0	-29	-1	-19	4	9
COc1ccc(NC(=O)c2ccc(CNS(=O)(=O)c3cccc(OC)c3)cc2)cc1	2	4	-4	-5	4	2	0	-1	5
CCCN1C(=O)C2(C(C(=O)c3ccc(C)o3)=C(O)C(=O)N2CCCN2CCOCC2)c2ccccc21 (stereo not given)	-9	-4	-4	0	15	-8	0	1	3
O=C(COC(=O)c1ccc(S(=O)(=O)NCc2ccco2)cc1)NCCC1=CCCCC1	3	3	2	-5	12	22	8	-2	-2
CCNC(=O)COC(=O)Cc1ccc(Cl)cc1Cl	6	7	-15	2	5	0	-1	4	13
Cn1cccc1/C=N/NC(=O)c1ccncc1	.	.	-4	6	-1	-1	-1	-1	.
CC1=C(C(=O)NC(C)C)C2(CCC(C)CC2)OC1=O (stereo not given)	-1	3	3	5	3	7	12	3	1
Cc1cc(-c2ccccc2)nc(SCc2ccc(C(=O)O)o2)n1	-6	2	-2	3	8	-1	2	-2	5
O=C1CCCC2=C1C(c1cccs1)CC(=O)N2c1ccc(F)cc1 (stereo not given)	-2	1	-4	10	6	3	-3	3	4
COc1cc(O)c(C(CC(=O)N2CCCC2)c2ccc3c(c2)OCO3)c(OC)c1 (stereo not given)	-1	6	4	-1	3	5	-1	2	1
Cc1ccc(C(=O)NCc2ccccn2)o1	6	2	5	-3	2	0	2	2	9
CCOc1cc(/C=C2/C(=N)N3N=C(CC)SC3=NC2=O)ccc1OC(=O)c1ccco1	-3	-2	-15	2	40	6	-11	-1	1
Cc1n[nH]c(=O)nc1N/N=C/c1ccc(O)c([N+](=O)[O-])c1	1	2	0	0	-28	1	-7	4	1
CCCCCn1c(SCc2cccc(C)c2)nc2c1c(=O)[nH]c(=O)n2C	1	9	-4	-1	27	16	-9	-1	-1
Further structures
SMILES	PAFAH2 FP inh	PAFAH1B2 inh	EBNA-1 inhibitor	LYPLA2 counter	PREPL inh	pPAFAH FP inh	ZTA counter	LYPLA1 inh	PAFAH1B3 inh
O=C(c1cccs1)N1CCN(c2ccc(Cl)cc2)CC1	8	2	-4	7	27	5	7	1	12
Cc1ccc(S(=O)(=O)N(CC(=O)Nc2ccc(C(N)=O)cc2)C(=O)N2CCN(C)CC2)cc1	1	0	-4	1	11	0	-11	1	4
Cn1c(CNC(=O)c2ccc(Cl)cc2)nnc1SCC(=O)NC1CCCC1	6	3	8	-2	10	1	2	-3	3
COc1ccc(NC2=NCCC(=O)N2Cc2cccs2)cc1	8	1	-1	27*	5	-2	-3	2	2
Cc1cc(C)c(S(=O)(=O)N2CCOC2CNC(=O)C(=O)NCc2ccccn2)c(C)c1 (stereo not given)	0	-1	-5	7	3	-3	1	1	-1
COc1ccc2c([N+](=O)[O-])c(N3CCCC3)[nH]c2c1	-8	1	1	1	9	4	0	-1	-2
CCN(CC(=O)NCc1ccc(F)cc1)C(=O)/C=C/c1cccs1	-1	1	8	6	4	-3	5	4	0
Cc1ccc(SCc2nnc(NC(=O)c3ccccc3)s2)cc1	-12	8	-5	-1	-3	-2	-7	1	0
COc1ccc(-c2cc(OC)c3c(C)oc(C)c3c(=O)c2)cc1OC	5	3	-22	-1	0	5	1	-4	10
COc1ccc(CNc2nccs2)cc1OC	-1	-2	9	-2	1	5	12	1	1
Cc1cccc(C)c1NC(=O)C1C2C=CC(C2)C1C(=O)O (stereo not given)	-8	1	12	-2	-7	0	-9	-2	7
Cc1[nH]nc2c1C(c1ccc(-c3ccccc3C#N)o1)C(C#N)=C(N)O2 (stereo not given)	9	1	6	3	18	2	-2	0	5
CCCCn1c(N)c(N(C)C(=O)C2CCCC2)c(=O)[nH]c1=O	-4	2	.	4	17	-3	-10	0	4
COc1cccc(OCCNC(=O)c2ccc(C)cc2)c1	-6	-3	4	-1	-5	7	-1	1	10
O=C1CC(N2CCN(C/C=C/c3ccccc3)CC2)C(=O)N1Cc1cccs1 (stereo not given)	6	2	-7	6	15	0	-10	0	4
COc1cc(S(=O)(=O)n2cnc3ccccc32)ccc1Br	6	-4	4	5	-1	2	-3	-1	7

Bioassay records (PubChem BioAssay)

The list is partial; the hit share may differ from the screen's.
